Compound activity from PubChem.
NR1D1 modulator: Rev-erb alpha (human) modulation | 370,000 tested, 0.79% active | Rev-erbα–FITC-DNA binding, fluorescence polarization, 90 min | activity, % at 10 µM | P20393;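 active means activity above about 14%, limit read from the data; passing the limit was not always enough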;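 further: 0% = DMSO wells with 35 nM protein and 100% = DMSO wells with 750 nM protein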
ARFGAP1 inhibitor: inhibitors of rat ARFGAP1 | Arfgap1-stimulated ARF1 GTP hydrolysis, GDP FP detection | 360,000 tested, 0.26% active | inhibition, % at 16.5 µM | Q62848 | AID 651572;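 active means inhibition above a per-plate limit, mean inhibition of low control wells plus 3 SD, cut at about 25% in these data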;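 further: 0% = DMSO wells with enzyme and 100% = wells lacking Arfgap1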
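System: truncated rat Arfgap1 GAP domain / Medium: HEPES-based buffer, pH 7.5 / Also added: N-terminally truncated human ARF1-GTP substrate / Incubation: enzyme reaction 120 min at 25 °C after 20 min preincubation / Measured by: FP of antibody-bound GDP Alexa 633 tracer, ex 620/em 688 nm / Replicates: singlicate, each compound tested once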
UHRF1 binding: UHRF1 methyl-DNA binding inhibition; UHRF1 binding to methylated oligo, TR-FRET; inhibition, % at 4.4 µM; 370,000 tested, 0.75% active; Q96T88; in the data active means inhibition above about 21%;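 further: UHRF1 SRA domain binding a hemimethylated CpG hairpin DNA probe; 0% = median of test compound wells and 100% = reference inhibitor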
PLC-beta3 inh: blocks human PLC-beta3 enzyme activity; Purified PLC-beta3, fluorogenic substrate, fluorescence; inhibition, % at 12.2 µM; AID 720704; 370,000 tested, 0.18% active; in the data active means inhibition above about 11%;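 further: 0% = median of compound wells on plate and 100% = full blocker control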
KLK7 zymogen act: activators of human kallikrein-7 zymogen; P49862; activation, % at 7 µM; purified proKLK7, EDANS-DABCYL substrate fluorescence; 100% is mature enzyme control, 0% vehicle; 370,000 tested, 0.9% active; AID 652039;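 active means activation above the mean of all tested compounds plus 3 SD, computed per campaign excluding outliers beyond control limits, cut at about 13% in these data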
PLC-gamma1 inh: PLC-gamma1 (human) inhibition, primary screen; P19174; purified PLC-gamma1, fluorogenic substrate, fluorescence; inhibition, % at 12.2 µM; 370,000 tested, 0.84% active; AID 720700; in the data active means inhibition above about 9.5%
Target sequence (P19174 whole entry, looked up): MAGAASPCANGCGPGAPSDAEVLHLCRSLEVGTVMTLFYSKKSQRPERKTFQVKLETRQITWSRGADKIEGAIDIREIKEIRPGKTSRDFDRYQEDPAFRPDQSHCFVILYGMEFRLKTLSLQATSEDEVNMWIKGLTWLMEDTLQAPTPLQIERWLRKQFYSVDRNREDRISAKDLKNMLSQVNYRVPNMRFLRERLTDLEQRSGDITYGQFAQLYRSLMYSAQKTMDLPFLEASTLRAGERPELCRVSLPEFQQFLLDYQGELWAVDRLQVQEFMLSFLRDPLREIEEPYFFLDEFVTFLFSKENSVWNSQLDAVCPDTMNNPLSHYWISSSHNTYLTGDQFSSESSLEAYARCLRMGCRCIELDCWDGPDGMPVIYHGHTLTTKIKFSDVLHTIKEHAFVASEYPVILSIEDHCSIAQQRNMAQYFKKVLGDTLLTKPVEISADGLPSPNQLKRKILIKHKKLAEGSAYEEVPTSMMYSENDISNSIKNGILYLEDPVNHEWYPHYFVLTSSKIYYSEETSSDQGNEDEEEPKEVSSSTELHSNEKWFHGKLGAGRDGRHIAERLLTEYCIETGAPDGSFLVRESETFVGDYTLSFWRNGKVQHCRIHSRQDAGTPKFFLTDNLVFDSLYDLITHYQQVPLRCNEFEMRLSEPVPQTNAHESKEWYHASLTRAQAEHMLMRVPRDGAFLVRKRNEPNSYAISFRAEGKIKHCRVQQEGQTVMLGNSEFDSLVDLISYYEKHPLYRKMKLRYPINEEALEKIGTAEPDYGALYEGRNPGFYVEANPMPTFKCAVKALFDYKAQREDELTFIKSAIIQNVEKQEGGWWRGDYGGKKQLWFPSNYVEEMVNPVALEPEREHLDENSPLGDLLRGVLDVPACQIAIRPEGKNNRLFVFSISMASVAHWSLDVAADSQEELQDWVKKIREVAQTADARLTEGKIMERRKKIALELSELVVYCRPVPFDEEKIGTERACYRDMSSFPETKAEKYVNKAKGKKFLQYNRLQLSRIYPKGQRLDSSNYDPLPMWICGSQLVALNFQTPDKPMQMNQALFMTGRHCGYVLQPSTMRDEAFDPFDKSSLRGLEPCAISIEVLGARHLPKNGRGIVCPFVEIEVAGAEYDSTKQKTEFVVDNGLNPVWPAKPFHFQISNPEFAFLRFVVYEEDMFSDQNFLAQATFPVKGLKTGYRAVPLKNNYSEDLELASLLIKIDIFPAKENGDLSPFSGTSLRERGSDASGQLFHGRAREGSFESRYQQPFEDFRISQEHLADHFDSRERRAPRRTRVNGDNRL
Tn7 DDE FP: disrupts Tn7 cyclic peptide binding to fibrin D-Dimer-E complex; AID 720508; FP displacement of FITC-Tn7 peptide from fibrin DD(E); 0% = median of compound wells per plate; P02675; inhibition, % at 8.3 µM; 370,000 tested, 0.13% active;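 active means inhibition above the mean of compounds falling within the control limits plus 3 SD of them, cut at about 14% in these data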;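 further: 0% = plate median of compound wells and 100% = 10 µM Aha-Tn7 peptide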
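Assay system: human fibrin DD(E). Input: DD(E) 2 µM final. Medium: Tris buffer with calcium and detergent, pH 7.8. Compound dosing: single point at 8.3 µM. Timing: 10 min plus 3 h, room temperature. Technique: fluorescence polarization of the labelled Tn7 tracer. Read-out: percent inhibition. Replicates: singlicate testing.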
ASAP1 GAP inh: blocks human ASAP1-stimulated Arf1 GTP hydrolysis; 360,000 tested, 0.19% active; AID 624377; GDP FP detection; Q9ULH1; inhibition, % at 16.5 µM; in the data active means inhibition above about 25%;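 further: 0% = vehicle with enzyme and substrate and 100% = no enzyme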
sPLA2-III inh: Blocks human group III sPLA2 activity; QFRET BODIPY PC-A2 liposome hydrolysis, fluorescence; inhibition, % at 12.2 µM; 370,000 tested, 0.56% active;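 active means inhibition above mean plus 3 SD of compounds lying within the high and low control bounds, cut at about 19% in these data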;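 further: 0% = median of test compound wells and 100% = no enzyme DMSO wells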
DDE Tn6 FP inh: inhibitors of Tn6 peptide binding to human fibrin DD(E) | 370,000 tested, 0.21% active | P02675 | inhibition, % at 8.3 µM | AID 720509 | Fibrin DD(E) TRITC-Tn6 fluorescence polarization displacement;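 active means inhibition above a per-campaign cutoff: mean of compounds within control limits plus 3 SD, cut at about 15% in these data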;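 further: 0% = median of all compound wells on the plate and 100% = blocking peptide control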
* = called active by the depositor; nt = no result given.

SMILES	NR1D1 modulator	ARFGAP1 inhibitor	UHRF1 binding	PLC-beta3 inh	KLK7 zymogen act	PLC-gamma1 inh	Tn7 DDE FP	ASAP1 GAP inh	sPLA2-III inh	DDE Tn6 FP inh
COc1ccc(N2CC(O)=C(c3nc(-c4ccc(F)cc4)cs3)C2=N)cc1Cl	3	-4	-1	-12	-0.6	-7	3	1	-1	-6
CCn1c2nc(SCCN3CCOCC3)nnc2c2cc(C)cc(C)c21	0	-1	-1	-13	-0.6	0	-2	-6	10	4
C=CCn1c2[n+](c3ccccc3c1=O)CCCCC2	3	5	3	0	-0.4	-4	-1	9	-1	4
CCn1cc(C(=O)O)c(=O)c2cc(F)c(N/N=C/c3ccccc3[N+](=O)[O-])cc21	-27	-8	-5	1	-0.5	2	-6	17	-3	3
O=C(NCC(c1ccccc1)c1ccccc1)[C@H](Cc1c[nH]c2ccccc12)NC1(C(=O)NC2CCCCC2)CCC1	5	nt	5	7	nt	10*	-8	nt	-70	1
CN1CCN(Cc2c(O)ccc3cc(Br)ccc23)CC1	2	-9	-4	-3	-0.6	-1	0	4	-32	-2
COc1cc(OC)cc(C(=O)NNC(=O)CNC(=O)c2cccs2)c1	-1	6	0	-5	-0.5	8	3	-13	-1	6
COc1ccc(NS(=O)(=O)c2cccc(C(=O)N(C)Cc3cccs3)c2)cc1	2	6	2	3	0.0	7	-4	9	-1	2
O=C(c1ccc(Cl)cc1Cl)N1CCC(c2nc3c(nnn3Cc3ccco3)c(=O)[nH]2)CC1	0	4	1	-1	0.7	0	4	1	-40	-1
C[C@H]1CCC2[C@](C)(CO)[C@@H](O)CC[C@]2(C)[C@@]12CCC(CO)(CCO)O2 (stereo partly drawn)	1	7	0	-3	0.1	-2	0	-6	-1	2
CCOc1ccc(NC(=O)CSc2nc3ccccc3c(=O)n2CCCC(=O)NCC2CCCO2)cc1 (stereo not drawn)	3	9	1	-5	-0.6	0	-1	4	6	-3
COc1ccc(/C(C)=N/N=C(N)N)c(OC)c1	-1	6	1	-3	0.6	3	-4	-14	9	5
Nc1nnc(SCC(=O)OCC(=O)NC2CCCCC2)s1	0	5	-1	0	0.1	0	6	-15	-1	-2
COCCN1Cc2cc(C(=O)OC)c3c(c2C1=O)c1cc(OC)ccc1n3S(=O)(=O)c1ccc(C)cc1	-1	8	0	-69	-2.5	-59	-8	5	4	-3
COc1ccc(Cl)cc1NC(=O)c1ccoc1C	-6	-4	0	3	-0.2	-1	0	4	5	-2
C[C@H](NS(=O)(=O)c1c(Cl)cccc1Cl)C(=O)NNC(=O)COc1ccccc1F	-4	10	0	-4	-0.3	5	-5	0	-5	-6
CS(=O)(=O)N(CC(=O)N1CCN(Cc2ccccc2)CC1)c1ccc2c(c1)OCCO2	-6	0	-4	1	0.0	1	3	-2	-4	1
C=CCNC(=S)N1CCN(Cc2ccccc2)CC1	4	7	2	4	-0.3	1	-3	2	11	-4
CCCNC(=O)CN(C)CC(=O)Nc1ccccc1C#N	-1	-8	-1	0	2.5	-1	-4	5	-6	8
COc1ccc(N2CCN(C(=O)C3CCN(S(=O)(=O)c4ccccc4)CC3)CC2)cc1	-2	-6	7	1	0.2	2	-5	-12	-2	4
Cc1ccccc1C(=O)Nc1cccc(NC(=O)c2ccc(F)cc2)c1	3	6	0	-2	0.9	2	-2	3	-11	6
CCN(CC)S(=O)(=O)c1cccc(C(=O)N2CCCCC2)c1	-3	5	-2	1	-0.3	0	1	-7	-2	10
CCCCOc1cccc(C(=O)Nc2ccc(N3CCN(CC)CC3)cc2)c1	8	4	2	11*	0.4	3	0	5	5	-3
Cc1ccc2c(CN(Cc3ccccc3)Cc3ccccc3)cc(=O)oc2c1	2	3	2	0	-0.8	0	-7	7	1	-2
Cc1nnc(NC(=O)c2nc(S(=O)(=O)Cc3ccccc3C)ncc2Cl)s1	0	3	-1	-14	-0.1	-6	5	-15	3	0
Nc1nccc2c1ncn2C1OC(CO)C(O)C1O (stereo not drawn)	-3	7	4	12*	0.1	12*	1	0	2	-2
CCOC(=O)CN(C(=O)CSc1nnc(-c2ccc(OC)c(OC)c2)o1)c1ccccc1	-7	-7	2	1	0.4	3	-4	8	-2	-4
CCOC(=O)c1nc2ccccc2s1	0	-3	4	3	-0.1	5	-4	-1	0	9
Cc1cc(C(=O)N2CCc3ccccc32)ccc1[N+](=O)[O-]	3	-3	-1	3	-0.5	-3	4	-18	1	4
CN(C)/C=N/S(=O)(=O)c1ccc(Cl)cc1	-1	-7	1	1	0.5	1	2	-5	4	5
COC(=O)c1cc(S(=O)(=O)Nc2cc(OC)cc(OC)c2)cn1C	6	-4	7	-1	0.7	1	-1	-12	-5	10
COc1ccc(CC2(C)OC(c3ccc(C)cc3)=NN2C(C)=O)cc1 (stereo not drawn)	2	-10	-2	-9	-0.5	-5	4	15	-11	6
CC(C)CNS(=O)(=O)c1cc(C(=O)OC2CCOC2=O)c(Cl)cc1Cl (stereo not drawn)	4	1	-1	-3	-0.3	-2	-1	-1	-5	4
O=C1NC[C@@H](CCCCN2C[C@H](Cc3ccc(O)cc3)N(Cc3ccccc3)C(=O)C2=O)N(CC2CCCCC2)C1=O	8	3	-1	1	-0.5	0	-7	-7	-16	6
CCNc1nc(NCC)n2c(SCC(=O)Nc3ccc(F)cc3)nnc2n1	1	11	17	-7	0.2	-1	7	8	4	2
O=C(O)CC1(CC(=O)Nc2ccc(C(F)(F)F)cc2)CCCC1	-1	6	1	-1	-0.4	0	-2	-5	6	5
COC(=O)Cc1nnn2c1[C@H](C)[C@@H](OC)c1cccc(Cl)c1-2	4	0	1	-1	-0.4	5	-9	2	8	1
O=C(NCCc1ccccc1Cl)C1CCC(=O)N(Cc2ccc(Cl)cc2)C1 (stereo not drawn)	-3	5	1	-2	0.8	2	-8	4	-7	2
Cc1ccccc1CS(=O)(=O)c1cnc2ccccc2n1	-3	10	-3	-2	0.2	-1	-10	-2	8	0
CC(=O)N1[C@H](Cc2ccccc2)C=C[C@]1(C)C(=O)NCc1ccccn1	5	-5	0	0	0.3	0	5	1	4	1
O=C(C1CCN(C2CCN(CC3CC=CCC3)CC2)CC1)N1CCOCC1 (stereo not drawn)	0	-4	2	-5	0.3	2	-4	-4	-2	-6
CCN(CC)CCNC(=O)CCCCn1c(=S)[nH]c2c([nH]c3ccc(OC)cc32)c1=O	-2	2	-5	-34	2.5	-25	5	-8	6	5
O=C1C(=Cc2cccc(Cl)c2)CCc2ccccc21	5	-3	1	0	-0.1	1	-4	-1	21*	1
C=CCOc1ccc(Cl)cc1CNCCCN1CCOCC1	-5	7	5	8	-0.2	11*	-3	-9	0	7
COC(=O)c1cccc(NC(=O)CSc2nnc(COc3ccccc3)n2C)c1	3	1	2	3	0.0	2	9	5	-17	-5
CCc1nc2c(OCc3ccc(Cl)cc3)cccn2c1N(C)C(=O)C1CC1	1	11	-1	-4	0.4	-1	1	3	2	4
Cc1cc(C)c(C)c(S(=O)(=O)NCc2ccc(C(=O)N3CCOCC3)cc2)c1C	-4	-6	-3	-4	-0.2	0	1	-2	-13	4
CCOc1ccc(-c2noc(-c3csc([C@@H]4O[C@H](CO)[C@H](O)[C@H](O)[C@H]4O)n3)n2)cc1	-5	-12	2	-1	0.1	4	3	-12	12	1
O=C(CCc1ccccc1O)N/N=C/c1ccc(Sc2cccc3cccnc23)o1	10	22	-13	-59	0.7	-44	4	9	-34	7
COc1ccc(-c2coc3c(C(=O)Nc4cccnc4)cccc23)c(C)c1	6	12	1	-5	0.1	-4	2	-2	-6	-2
Cc1ccc(OCC(=O)Nn2cnc3ccccc32)cc1	1	2	-1	4	-0.3	3	1	1	1	-4
CC(=O)Nc1ccc(NC(=O)C(C)OC(=O)C2CCCCC2)cc1 (stereo not drawn)	-11	0	1	-4	0.1	3	2	9	6	2
CC(C)OC(=O)c1cccc(C(=O)Oc2ccc(Br)cc2)n1	-4	5	-1	0	0.0	1	3	5	4	10
C/C(=N/Nc1ccc(F)cc1)c1ccc(Cl)s1	9	-3	0	-3	-0.3	-1	-1	-11	8	2
Cc1ccc(Sc2c(C(=O)Nc3ccc(F)cc3F)c(C(F)(F)F)nn2C)cc1	2	20	0	0	0.0	0	2	3	0	8
CCOC(=O)c1ccccc1S(=O)(=O)N1CCN(c2nc(-c3cccs3)nc3ccccc23)CC1	-6	nt	0	0	nt	2	-1	nt	-2	-2
Cc1cc(NC(=O)CS(=O)(=O)c2cn(Cc3cccc(F)c3)c3ccccc23)no1	5	-1	0	1	0.4	3	4	3	-26	-4
Cc1ccc(CS(=O)(=O)CCC(=O)NCCCN2CCCC2=O)cc1	-2	-4	-1	1	-0.1	1	3	6	1	7
Cc1ccc(S(=O)(=O)NC(=O)C2(C)CCN2C(=O)Cc2ccc(Cl)cc2Cl)nc1 (stereo not drawn)	-7	-1	-2	-2	-0.5	-3	-4	-14	3	11
Cc1ccc(-c2cc(C(=O)N3CCc4ccccc4C3)no2)cc1	0	8	4	-6	0.0	-2	1	2	-2	-5
(further entries)
SMILES	NR1D1 modulator	ARFGAP1 inhibitor	UHRF1 binding	PLC-beta3 inh	KLK7 zymogen act	PLC-gamma1 inh	Tn7 DDE FP	ASAP1 GAP inh	sPLA2-III inh	DDE Tn6 FP inh
CCOC(=O)c1ccc(-n2c(CN3CCOCC3)nc3ccc([N+](=O)[O-])cc3c2=O)cc1	-2	-1	0	-4	0.3	3	2	6	-8	3
CCCCc1ccc(NC(=O)C2CCCO2)cc1 (stereo not drawn)	3	0	0	0	0.7	3	-5	-3	-2	6
O=C(CC1C(=O)NCCN1Cc1cccc(Oc2ccccc2)c1)NCCn1cccn1 (stereo not drawn)	7	4	-5	1	0.2	2	-2	-9	-4	-2
Cc1ccc(/C=C2/SC(=S)N(CCCC(=O)Nc3cc([N+](=O)[O-])ccc3O)C2=O)cc1	1	4	2	-8	-0.8	4	1	-1	2	-4
COc1cn(-c2ccccc2)nc1C(=O)Nc1ccc(C)cc1Cl	8	16	1	-16	-1.0	-9	2	10	-1	-2
CCc1ccccc1N(CC(=O)Nc1cccc(N(C)S(C)(=O)=O)c1)S(C)(=O)=O	-5	-1	-2	3	-1.1	0	-1	3	-5	2
COc1ccc(C(=O)N(CCc2ccccc2)Cc2ccccc2)c(OC)n1	-1	-3	3	-5	0.2	1	1	9	-7	12

Complete entries as entered above. Screens in order: NR1D1 modulator | ARFGAP1 inhibitor | UHRF1 binding | PLC-beta3 inh | KLK7 zymogen act | PLC-gamma1 inh | Tn7 DDE FP | ASAP1 GAP inh | sPLA2-III inh | DDE Tn6 FP inh
COc1cn(-c2ccccc2)nc1C(=O)Nc1ccc(C)cc1Cl is entered as 8 | 16 | 1 | -16 | -1.0 | -9 | 2 | 10 | -1 | -2
CCOC(=O)c1ccc(-n2c(CN3CCOCC3)nc3ccc([N+](=O)[O-])cc3c2=O)cc1 is entered as -2 | -1 | 0 | -4 | 0.3 | 3 | 2 | 6 | -8 | 3

sPLA2-III inh: entries above that show a hit
SMILES	NR1D1 modulator	ARFGAP1 inhibitor	UHRF1 binding	PLC-beta3 inh	KLK7 zymogen act	PLC-gamma1 inh	Tn7 DDE FP	ASAP1 GAP inh	sPLA2-III inh	DDE Tn6 FP inh
O=C1C(=Cc2cccc(Cl)c2)CCc2ccccc21	5	-3	1	0	-0.1	1	-4	-1	21*	1
